From PubChem BioAssay
human PMI inhibitors: MPI inhibition at elevated mannose 6-phosphate – biochemical, fluorescence intensity, high mannose 6-phosphate, primary screen (AID 1220). recombinant PMI enzyme, coupled fluorescence intensity; higher % means a stronger effect. one-dose inhibition, % at 20 µM; IC50 in µM for titrated hits. 0.66% of 190,000 active
human PMI inhibition: MPI enzyme activity inhibition – biochemical, fluorescence intensity, coupled assay, primary screen (AID 1209) | purified PMI enzyme, coupled fluorescence intensity; higher % means a stronger effect | inhibition, % at 20 µM; hits with a dose series show IC50 in µM | 0.42% of 190,000 active;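 also: plate controls were DMSO vehicle for no effect and wells lacking substrate for full effect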
Hep lipid drop: modulators of hepatic lipid droplet formation; AML12 mouse hepatocytes, oleate lipid droplets, BODIPY imaging; inhibition, % at 6.5 µM; 0.4% of 240,000 active; AID 1656;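 active = lipid droplet intensity inhibited by at least 50%, with more than 500 cells counted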
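Technique: fluorescence imaging, 20x objective, two fields per well / Assay system: AML12 hepatocytes (mouse) / Measure: % inhibition of lipid droplet signal / Doses: 6.5 µM single-point dosing / Incubation: overnight exposure / Reagent: 100 µM oleic acid challenge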
XIAP displacement: XIAP antagonists, biochemical, IAP family, fluorescence polarization (AID 1018) | XIAP BIR domain, fluorescence polarization peptide displacement; higher % means a stronger effect | displacement, % at 20 µM; hits with a dose series show IC50 in µM | 0.007% of 200,000 active; in the data active = displacement above about 50%; also: a part of the inactive calls stands beside numbers as strong as those of hits
K1F lysis inhibition: inhibition of K1F phage lysis, E. coli UTI89, bacterial capsule biogenesis inhibitors, alamar blue (AID 488966); E. coli UTI89 K1F phage lysis, alamar blue, 2 h; higher % means a stronger effect; one-dose inhibition, % at 100 µM; IC50 in µM for titrated hits; 0.02% of 340,000 active;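 active = phage lysis inhibition, versus mean bacterial control, above a set limit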;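 also: capsule biogenesis inhibitors block K1F phage lysis so surviving cells raise fluorescence; higher fluorescence means more inhibition of phage lysis; actives were called in the ten point dose series up to 300 µM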
M17LAP inhibition: P. falciparum M17LAP inhibitors, primary screen, biochemical, fluorogenic H-Leu-NHMec substrate, 1536-well (AID 1619). recombinant M17LAP, H-Leu-NHMec fluorogenic kinetic assay; higher % means a stronger effect. one-dose inhibition, % at 30 µM; IC50 in µM for titrated hits. 0.38% of 220,000 active;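 active = compound inhibiting the enzyme by more than half at any dose during confirmatory dose-response retesting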;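 also: plate controls were full reaction with DMSO carrier for no effect and no enzyme background for full effect; strong numbers were not always called active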
Siah-1 displacement: blockers of Siah-1 interaction with plectin peptide – biochemical, fluorescence polarization, rhodamine-plectin, uHTS, primary screen (AID 1817) | 0.02% of 290,000 active | Siah-1 / rhodamine-plectin peptide fluorescence polarization; higher % means a stronger effect | one-dose displacement, % at 20 µM; IC50 in µM for titrated hits;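 active = displacement of at least 50% at 20 µM, with a fluorescence ratio check between 0.3 and a set limit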;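 also: plate controls were Siah plus tracer with DMSO for no effect and tracer alone without Siah for full effect; strong numbers were not always called active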
TNAP activation fold: human TNAP enzyme activators, primary screen, biochemical, luminescent, no phosphate acceptor, uHTS (AID 1001); purified TNAP, luminescent activation assay, no phosphate acceptor; higher activation fold means a stronger effect; activation fold at 20 µM, or EC50 in µM where a hit was titrated; 0.03% of 200,000 active; in the data active = activation fold from about 3, or a potency from the dose series; inactive = the rest, 99 in 100 with activation fold below about 1.6; also: many of its hits are not listed in these tables
P. falciparum M1AAP: malaria alanyl aminopeptidase activity blockers – biochemical, fluorogenic H-Leu-NHMec substrate, 1536-well (AID 1445). inhibition, % at 30 µM; hits with a dose series show IC50 in µM. recombinant M1AAP, H-Leu-NHMec fluorogenic kinetic assay; higher % means a stronger effect. 0.42% of 220,000 active;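 active = primary inhibition above the hit cutoff, then over 50% inhibition at one or more dose response concentrations, cut at about 23% in these data, passing the limit was not always enough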;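 also: plate controls were DMSO full reaction for no effect and no enzyme background for full effect; strong numbers were not always called active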
Hep lipid drop cells 6.5 µM: further read-out of Hep lipid drop, marked with its call; cell count; measured here: cell count, cytotoxicity flag;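 cells counted across two imaged fields per well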
An asterisk follows results filed as active; i = inactive; . = not tested or not shown; [ ] = remark or other dose. Rule as the data show it, unless noted: active = inhibition above about 50%; inactive = the rest.

SMILES	human PMI inhibitors	human PMI inhibition	Hep lipid drop	Hep lipid drop cells 6.5 µM	XIAP displacement	K1F lysis inhibition	M17LAP inhibition	Siah-1 displacement	TNAP activation fold	P. falciparum M1AAP
CCCNC(=O)CSc1nnc(-c2ccccc2Br)n1-c1cccc(C(F)(F)F)c1	-15%	-3%	-15	651	-11%	-0.1%	-3%	-3%	1	7%
Cc1ccccc1CS(=O)(=O)Cc1ccc(C(=O)NCCCN2CCCC2=O)o1	5%	4%	.	.	0.8%	2.9%[50 µM]	6%	-2%	1.1	-1%
CCOc1ccccc1N(CC(=O)NCCOC)C(=O)CCC(=O)Nc1ccccn1	0%	1%	-2	645	-12%	-0.7%	6%	0%	1.1	-5%
O=C(CN1CC(=O)Nc2ccccc21)Nc1ccc(F)c(F)c1	-43%	-74%	-5	674	-7.5%	-0.4%	14%	0%	1.1	1%
CC(=O)c1cc(-c2ccccc2)n(CC(=O)N2CCCCC2)c1C	-4%	-3%	18	798	-5.8%	3.6%	-8%	-4%	0.9	7%
O=C(c1ccc(OC2CCN(Cc3ccccn3)CC2)cc1)N1CCCCO1	12%	19%	9	759	-5.7%	i	-3%	0%	1.1	5%
Cc1ccc(NC(=O)c2ccc3c(c2)C(=O)N(CC2CCCO2)C3=O)cc1C (stereo not given)	-3%	3%	-42	677	-6.7%	-0.2%	11%	1%	1.1	6%
O=c1c(Br)c(Br)cnn1-c1ccccc1	3%	7%	46	344	-3.3%	0.9%	-3%	4%	1.1	8%
CC(=O)N1CCCc2cc(S(=O)(=O)N(CC(C)C)CC(C)C)ccc21	-2%	3%	-10	715	.	2.5%	7%	4%	1	2%
CC1(c2ccccc2)NC(=O)N(CC#N)C1=O (stereo not given)	10%	8%	16	640	-5.6%	-0.4%	0%	9%	1.1	-7%

Three of the entries above in order of their number in P. falciparum M1AAP, high to low:
| canonical_smiles | human PMI inhibitors | human PMI inhibition | XIAP displacement | M17LAP inhibition | Siah-1 displacement | TNAP activation fold | P. falciparum M1AAP |
| --- | --- | --- | --- | --- | --- | --- | --- |
| CCCNC(=O)CSc1nnc(-c2ccccc2Br)n1-c1cccc(C(F)(F)F)c1 | -15% | -3% | -11% | -3% | -3% | 1 | 7% |
| CCOc1ccccc1N(CC(=O)NCCOC)C(=O)CCC(=O)Nc1ccccn1 | 0% | 1% | -12% | 6% | 0% | 1.1 | -5% |
| CC1(c2ccccc2)NC(=O)N(CC#N)C1=O (stereo not given) | 10% | 8% | -5.6% | 0% | 9% | 1.1 | -7% |

Further structures.
SMILES	human PMI inhibitors	human PMI inhibition	Hep lipid drop	Hep lipid drop cells 6.5 µM	XIAP displacement	K1F lysis inhibition	M17LAP inhibition	Siah-1 displacement	TNAP activation fold	P. falciparum M1AAP
CN(C(=O)CSc1nc2ccccc2s1)c1c(N)n(Cc2ccccc2)c(=O)[nH]c1=O	-4%	0%	-16	702	-7.9%	0.2%	8%	13%	1.1	5%
O=C(NC(=S)Nc1ccc2c(c1)OCCO2)c1ccccc1	15%	20%	.	.	-0.6%	1.4%	5%	4%	1	3%
COc1cc(CC(=O)Nc2ccccc2N2CCOCC2)cc(OC)c1OC	0%	-11%	1	649	0.6%	-1.8%	5%	-3%	1	7%
CCOC(=O)N1CCC(NC(=O)CCc2c(C)nc3ncnn3c2C)CC1	-1%	2%	.	.	-1.1%	-0.3%	4%	2%	1.1	2%
O=C(O)Cc1c(C(=O)O)nnn1-c1ccc(Cl)cc1Cl	-5%	-18%	8	688	-5.7%	0.1%	16%	-3%	1.1	1%
COc1ccc([N+](=O)[O-])cc1NC(=O)C(C)OC(=O)c1ccccc1C(=O)c1ccc(Cl)cc1 (stereo not given)	-55%	0%	-11	674	-7.1%	1.8%	9%	3%	1	3%
COC(=O)C1CCN(c2cc(=O)n(-c3ccccc3Cl)c(=O)[nH]2)CC1	14%	13%	2	773	-7.3%	0.7%	-1%	-2%	1	-1%
Cc1ccc(NS(=O)(=O)c2ccc(OCC(=O)NCc3ccncc3)cc2)cc1	1%	9%	-54	681	-7.8%	2.9%	0%	-1%	1.1	1%
COc1ccc(N2C(=O)CC(n3c(CCCCO)nc4ccccc43)C2=O)cc1 (stereo not given)	-10%	-2%	2	797	4.0%	0.0%	12%	0%	1.1	2%
CCC1(C(=O)O)NC(c2cc(OC)ccc2O)C2C(=O)N(Cc3ccccc3)C(=O)C21 (stereo not given)	-4%	4%	.	.	-2.6%	i	2%	-3%	1.1	7%
Cc1c(C#N)c(=O)c(-[n+]2ccccc2)c([S-])n1-c1ccc(Cl)cc1	.	.	11	723	.	0.2%	-9%	1%	.	-1%
O=C(CN1C(=O)C(c2ccc(F)cc2)=NC12CCCC2)Nc1ccc(F)cc1	3%	2%	3	692	-5.0%	2.0%	0%	-4%	1	6%
CCOC(=O)c1ccc(NS(=O)(=O)c2cc(-c3nnnn3C(C)C)ccc2OC)cc1	15%	12%	.	.	-4.9%	-0.3%	-6%	1%	1.1	6%
O=C(Nc1nc(N2C(=O)c3ccccc3C2=O)n(-c2ccccc2)n1)c1ccccc1	0%	5%	-2	796	-2.5%	2.5%[50 µM]	12%	3%	1	-4%
CC1(C)Cc2c(c(N3CCOCC3)nc3sc4c(N5CCOCC5)nnnc4c23)CS1	13%	15%	26	589	-3.2%	.	-1%	-2%	1	4%
COc1ccccc1Nc1nc(NCCO)c2ccccc2n1	4%	8%	.	.	-2.9%	.	6%	-1%	1	4%
CN(C)CCNC(=O)c1cc2cc(Br)ccc2oc1=O	-3%	4%	-1	732	-6.2%	0.5%	10%	-5%	1.1	12%
CC(C)c1cccc(C(C)C)c1NC(=O)COC(=O)C1=COCCO1	-7%	-8%	4	681	-3.2%	0.0%	4%	25%	1.1	6%
COCCCNC(=O)c1ccc2c3c(onc13)-c1ccccc1C2=O	.	.	8	758	.	-1.0%	18%	-2%	.	10%
Cc1ccc(C(=O)O/N=C(\N)c2ccccc2)c(Cl)c1	.	.	-20	721	.	1.3%	4%	5%	.	0%
COc1cc(/C=N/N=C(/C(=O)c2ccccc2)c2ccccc2)cc(OC)c1O	26%	22%	25	579	-0.3%	-0.9%	-5%	0%	0.8	13%
CC(C)C(=O)NNS(=O)(=O)c1ccccc1[N+](=O)[O-]	-4%	4%	14	679	-0.8%	-1.5%	-13%	9%	1.2	-1%
COc1cc(C)nc(Oc2ccc(/C=N/O)cc2)n1	-5%	-4%	.	.	1.4%	0.6%	-9%	-2%	1.1	-3%
COC(=O)c1[nH]c2ccc(F)cc2c1NS(=O)(=O)c1ccc(F)c(C)c1	-10%	-16%	9	732	-4.8%	0.5%[50 µM]	-14%	-5%	1	6%
CCN(CC)CCN(Cc1cc2ccc(C)cc2[nH]c1=O)C(=S)Nc1ccccc1C(=O)OC	.	.	-3	628	-6.2%	-0.4%	-2%	-3%	1	9%
Cc1nnc(NC(=O)CSc2ccc(-c3ccco3)nn2)s1	22%	-1%	14	691	-20%	0.2%	14%	45%	1	9%
CCC(C)(C)NC(=O)c1cc(OC)c(OC)cc1[N+](=O)[O-]	8%	6%	.	.	-4.5%	1.7%	7%	1%	1.1	2%
CC(=O)NC1(c2ccccc2)CCN(CC(=O)N2CCC(C)CC2)CC1	6%	8%	14	730	-5.0%	-0.3%	.	5%	1.1	.
COc1ccc(SC[C@H](CC(C)C)N2CCN(CCc3ccccc3)CCC2=O)cc1	.	.	-16	817	.	-0.9%	-9%	-1%	.	6%
CCc1nc(NCc2cccnc2)c2oc3ccccc3c2n1	8%	5%	.	.	-0.1%	0.4%	-1%	10%	1.1	-3%
Cc1ccc(NC(=O)CCNC(=O)c2ccc(Cl)cc2)cc1F	6%	9%	10	584	23%	0.6%	10%	0%	1.1	1%
CC12CCC(C(=O)Nc3ccccc3)(C(Br)C1=O)C2(C)C (stereo not given)	-3%	-2%	.	.	-1.1%	-0.5%	-17%	3%	1	2%
COc1ccc(CCNS(=O)(=O)c2c(N)n(C)c(=O)n(C)c2=O)cc1OC	-4%	-7%	1	750	-10%	0.2%	24%	2%	1.1	2%
Cc1cc(NC(=O)CSc2nnc(C)n2-c2ccccc2C)no1	4%	2%	17	680	-2.5%	0.4%	-4%	-1%	0.9	-9%
O=C1c2ccccc2S(=O)(=O)N1Cc1cccc(S(=O)(=O)N2CCOCC2)c1	-5%	-8%	.	.	-2.5%	-0.5%	-5%	4%	1.1	3%
CCCCCCCCOC(=O)C1=C(C)Nc2nnnn2C1c1cccs1 (stereo not given)	17%	22%	15	758	0.5%	-0.5%	-21%	4%	1.2	-11%
NS(=O)(=O)c1ccc(NC(=S)Nc2ccc(OCc3ccccc3)cc2)cc1	-2%	22%	-3	696	-4.2%	-0.6%	7%	-9%	1.1	7%
CSCCCNC(=O)c1ccc(OC2CCN(C(=O)c3cccnc3)CC2)cc1	.	.	-2	722	.	0.1%	-5%	7%	.	-2%
Cc1ccc(OCCCCN2CCC(C)CC2)c(Br)c1	-16%	-13%	-23	677	-2.5%	-0.2%	5%	0%	1.1	2%
C/C(=N\NC(=O)c1nc2ccccn2c1C)c1cc2ccccc2o1	6%	9%	6	692	-3.4%	-1.0%	-2%	-7%	2	2%
Cc1ccc(NC(=O)COC(=O)C2CC(=O)N(Cc3ccccc3)C2)cc1S(=O)(=O)N(C)C (stereo not given)	-19%	-22%	3	738	-4.6%	0.1%	7%	-3%	1.1	1%
CN(CCC#N)C(=O)c1ccc(CNS(=O)(=O)c2ccc(F)cc2)cc1	5%	5%	.	.	-8.8%	0.1%	-7%	3%	1.1	-3%
Cn1c(N)c(C(=O)COC(=O)CCc2ccccc2)c(=O)n(C)c1=O	11%	9%	-12	696	-1.6%	0.1%	-5%	-1%	1.1	0%
CCNc1cc(S(=O)(=O)C(F)(F)F)ccc1N	11%	0%	10	626	-0.8%	3.7%	10%	6%	1.1	1%
Cc1ccc(CSc2nccc(-c3c(C)nc4ccccn34)n2)cc1	.	.	-47	688	.	.	1%	7%	.	11%
CCOc1cc(/C=C2/C(=O)ON=C2C)ccc1OCc1ccc(F)cc1	0%	1%	.	.	-3.1%	1.3%	18%	-2%	1	-1%
Cc1nc2ccc(NC(=S)NC3CC3)cc2nc1C	46%	16%	15	570	-3.1%	i	-14%	2%	1.2	3%
O=C(CNC(=S)N(Cc1ccc(F)cc1)C1CCCCC1)NCC1CCCO1 (stereo not given)	6%	0%	-27	669	-3.5%	0.0%	5%	-3%	1	10%
N#Cc1ccc(/C=N/NC(=O)c2ccccc2F)cc1	2%	10%	17	641	-7.6%	0.0%	7%	4%	1	13%
O=C(CSc1ccccc1)N1CCN(c2ccccn2)CC1	9%	8%	0	686	-4.2%	0.0%	6%	0%	1	3%
COc1ccccc1CNC(=O)C1=C(C)C(=O)OC12CCC(C)CC2 (stereo not given)	-2%	-5%	.	.	-2.3%	0.8%	18%	1%	0.8	2%
